aSyn rescue: qHTS of alpha-syn Inhibitors | Yeast expressing alpha-synuclein, growth rescue, BacTiter-Glo, 24 h | AID 652106, 2013 | Potency, µM (titrated, usually from 46.1 µM), without a hit: top-dose growth rescue (activation), actives largely listed as activators | hit rate 0.14% among 370,000; further: potency means the concentration at half of the fitted maximal effect; % of control where 0% means no effect; nearly all actives have a fitted effect of over 65% in size
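Rescue of yeast growth: cells expressing toxic alpha-synuclein, induced in galactose at OD600 0.02, incubated with compound 24 h at 30 C. ATP luminescence quantified growth; inhibitors of toxicity appear as activators.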
EPAC2 agonist: qHTS for Agonist of cAMP-regulated guanine nucleotide exchange factor 4 (EPAC2): primary screen | hit rate 0.079% among 360,000 | EPAC2 activation, biochemical qHTS; response scale: 100% = 6.5 mM cAMP response | Rap guanine nucleotide exchange factor 4 (Homo sapiens), Q8WZA2 | Potency, µM (series often up to 154 µM), inactives show at the top dose activation, usual class: activators; further: potency means the concentration at half of the fitted maximal effect; nearly all actives have a fitted effect of over 50% in size
Target sequence (Q8WZA2 whole entry, looked up): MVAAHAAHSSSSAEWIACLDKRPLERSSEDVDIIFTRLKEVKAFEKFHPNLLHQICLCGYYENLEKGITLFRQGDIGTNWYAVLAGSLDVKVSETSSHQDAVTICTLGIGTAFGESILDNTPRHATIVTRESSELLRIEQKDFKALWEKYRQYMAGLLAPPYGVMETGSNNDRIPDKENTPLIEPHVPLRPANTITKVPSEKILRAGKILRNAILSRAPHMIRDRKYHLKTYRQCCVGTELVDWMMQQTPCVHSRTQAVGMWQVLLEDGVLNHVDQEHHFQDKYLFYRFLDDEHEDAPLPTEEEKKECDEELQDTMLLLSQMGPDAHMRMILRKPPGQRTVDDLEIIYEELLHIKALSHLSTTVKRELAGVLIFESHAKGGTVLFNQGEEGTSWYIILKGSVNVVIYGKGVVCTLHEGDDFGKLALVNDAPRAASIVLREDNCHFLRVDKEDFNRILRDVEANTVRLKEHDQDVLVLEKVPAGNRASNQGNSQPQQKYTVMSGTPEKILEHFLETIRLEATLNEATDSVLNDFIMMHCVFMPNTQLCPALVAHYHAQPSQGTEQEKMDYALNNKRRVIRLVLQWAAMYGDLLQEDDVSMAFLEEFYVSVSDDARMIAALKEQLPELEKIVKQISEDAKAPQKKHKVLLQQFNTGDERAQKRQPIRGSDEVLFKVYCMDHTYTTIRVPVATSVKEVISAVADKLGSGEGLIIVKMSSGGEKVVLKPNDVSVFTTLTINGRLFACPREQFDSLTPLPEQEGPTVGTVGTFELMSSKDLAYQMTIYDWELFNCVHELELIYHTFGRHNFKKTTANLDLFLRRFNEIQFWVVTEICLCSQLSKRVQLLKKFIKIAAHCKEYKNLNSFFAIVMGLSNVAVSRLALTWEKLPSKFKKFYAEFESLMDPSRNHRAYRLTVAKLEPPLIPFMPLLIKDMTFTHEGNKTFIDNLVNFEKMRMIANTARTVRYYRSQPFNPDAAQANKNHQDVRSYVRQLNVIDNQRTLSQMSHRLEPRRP
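Exchange assay: 100 nM EPAC2 with 250 nM Rap1B-BODIPY-GDP and 50 uM GDP. Fluorescence (ex 480/em 540 nm) read every 5 min for 30 min at room temperature. Data normalized to 6.5 mM cAMP as agonist control.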
FUS suppressor: qHTS for Suppressors of FUS Proteinopathy: Primary screen using FUS-linked yeast assay | S. cerevisiae FUS-expressing, growth rescue, OD600, 24 h | Potency, µM (titrated, usually from 76.6 µM), for the others: top-dose growth rescue (activation), hits mostly activators | hit rate 0.24% among 390,000 | AID 1347120, 2019;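 further: potency means the concentration at half of the fitted maximal effect; plate controls were DMSO vehicle for no effect and reference control for full effect; nearly all actives have a fitted effect of over 55% in size; some results filed as inactive show a strong effect at the top dose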
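Restored growth of FUS-toxic S. cerevisiae, read as 600 nm absorbance after 24 h at 30C in galactose medium (starting OD 0.005). Controls CP55940 and DMSO.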
DRD3 agonist: qHTS of D3 Dopamine Receptor Agonist: qHTS; D3R DiscoveRx beta-arrestin cells, luminescence, 90 min; D(3) dopamine receptor (Homo sapiens), P35462; hit rate 0.58% among 410,000; max activation, %; in the data active means max activation above about 30%; further: 0% is about no effect; mostly tested at two doses, the higher about 12 µM
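Agonist mode: compounds and dopamine controls were applied to plated cells for 90 min at 37 degrees C after an overnight attachment at 1500 cells/well. Luminescent read-out followed 30 - 60 minutes at room temperature with DiscoveRx detection reagent.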
EPAC2 antagonist: qHTS for Antagonist of cAMP-regulated guanine nucleotide exchange factor 2 (EPAC2): primary screen. hit rate 0.18% among 360,000. EPAC2 GEF exchange of Rap1B-BODIPY-GDP, fluorescence. Potency, µM (titrated, usually from 114 µM), for inactives: top-dose activity, negative = inhibition, most hits filed as inhibitors. Rap guanine nucleotide exchange factor 4 (Homo sapiens), Q8WZA2. AID 720708, 2013; further: potency means the concentration at half of the fitted maximal effect; on the % scale 0 is the no-effect control and ±100 the full control effect; nearly all actives have a fitted effect of over 45% in size; many of its hits are not listed in these tables
D3 antag: qHTS of D3 Dopamine Receptor Antagonist: qHTS; D(3) dopamine receptor (Homo sapiens), P35462; D3R cells, DiscoveRx beta-arrestin luminescence, antagonist mode; active compounds read low; max response, negative = inhibition, %; hit rate 2.5% among 360,000; AID 652054, 2013; in the data active means max response below about -50%; inconclusive means no clear call, values can overlap the other calls; further: on the % scale 0 is the no-effect control and ±100 the full control effect; mostly tested at two doses, the higher about 12 µM
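Cells plated overnight at 1500 cells/well, then exposed to library compounds with dopamine controls for 90 minutes at 37 degrees C. DiscoveRx reagent added for 30–60 minutes at room temperature; luminescence read, quantitative HTS format.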
Abeta yeast res: qHTS for compounds that reverse cellular toxicity of Amyloid beta (A-beta) peptide in yeast: Primary Screen | Potency, µM (series often up to 46.1 µM), inactives show top-dose growth rescue, usual class: activators | AID 1347071, 2019 | yeast expressing A-beta42, growth rescue, OD600, 48 h; response scale: 0% DMSO, 100% iron-clioquinol control | hit rate 0.063% among 410,000; further: potency means the concentration at half of the fitted maximal effect; nearly all actives have a fitted effect of over 55% in size
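Growth rescue measured by 600 nm absorbance after 48 h yeast culture at 30 C with compound. Values normalized between DMSO and an equimolar ferric chloride plus clioquinol control.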
TDP43 rescue: qHTS of TDP-43 Inhibitors | TDP-43 expressing yeast growth rescue, BacTiter-Glo, 24 h | Potency, µM (series often up to 46.1 µM), for the others: at the top dose growth rescue (activation), hits mostly activators | hit rate 1.8% among 410,000; further: potency means the concentration at half of the fitted maximal effect; % of control where 0% means no effect; nearly all actives have a fitted effect of over 50% in size
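Yeast cells expressing TDP-43 under galactose induction are exposed to compounds for 24 hr at 30 deg C. BacTiter-Glo luminescence measures growth, so protective compounds score as activators.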
Numbers without * were called inactive; ? = inconclusive; / = no result given; [ ] = remark or other dose. Unless noted, the call rests on the fitted dose curve; in most records, active means well fitted curve in the direction sought with a large enough effect; inconclusive means small, poorly fitted or top-dose-only effect, or another doubt; inactive means no such curve, though single readings can be large; an effect the other way counts as inactive or inconclusive. Only part of the results is shown (hit frequency here may not be typical).

Compound	aSyn rescue	EPAC2 agonist	FUS suppressor	DRD3 agonist	EPAC2 antagonist	D3 antag	Abeta yeast res	TDP43 rescue
CCn1nc(-c2ccccc2)c2nc3ccccc3nc21	15%	-32%[inhibitor]	-49%	0	190%[activator]	1	-1%[9.22 µM]	6%
Cc1oc(-c2ccccc2)nc1CNC(=O)NC1CCCCC1	/	/	-19%	2	/	/	-12%	?
COc1ccc(C(=O)NNC(=O)C(=O)NC2CCCCC2)cc1	6%	4%	0%	3	4%	-6	-7%	-10%
CSc1ccccc1OCc1cc(C(=O)NCCN2CCCc3ccccc32)no1	3%	14%	?	-9	-1%	-19	-10%	7%
CCC1CCCCN1CCCNC(=O)c1ccc(CS(=O)(=O)Cc2ccc(Cl)cc2)o1 (stereo unspecified)	-2%	8%	21%	3	-8%	-18	-17%	0%
Oc1cccc2ccc(N3CCOCC3)nc12	2%	5%	-3%	7	-6%	15	1%	15%
Nc1cc(Cl)nc(N/N=C/c2c(O)ccc3ccccc23)n1	-1%	3%	14%	0	3%	-146*	-24%	-50%[inhibitor]
COc1ccc(CCCCCCOCc2ccccc2)cc1	-5%	2%	-16%	0	-1%	-21	-1%	9%

Compound	aSyn rescue	EPAC2 agonist	FUS suppressor	DRD3 agonist	EPAC2 antagonist	D3 antag	Abeta yeast res	TDP43 rescue
COCCNC(=O)Cn1cnc2c1c(=O)n(C)c(=O)n2C	2%	-8%	-5%	6	-3%	15	27%	11%
C[C@@H]1Cn2cnc(C(=O)Nc3ccc(CNC(=O)OC(C)(C)C)cc3)c2C(=O)N1	12%	4%	2%	13	2%	1	2%	21%
S=C(c1ccc(N2CCCC2)c(Br)c1)N1CCCCC1	-21%	24%	32%	-15	-1%	?	2%	?
O=C(CN1CCOCC1)c1c[nH]c2ccccc12	-1%	-2%	0%	-1	1%	20	-1%	5%
CCOc1ccc(N2CC(C(=O)NCCN3C(=O)S/C(=C\c4cccnc4)C3=O)CC2=O)cc1 (stereo unspecified)	4%	2%	42%	10	-2%	-3	6%	/
CCCCNC(=O)c1onc(CS(=O)(=O)c2ccccn2)c1C(=O)NCCCC	3%	-7%	40%	2	1%	-4	6%	4%
CCOc1ccc(CCNC(=O)COC(=O)c2ccc[nH]c2=O)cc1OCC	-2%	10%	-1%	7	4%	3	-4%	27%
CC(=O)Nc1cccc(NC(C)=C(C#N)C#N)c1	0%	9%	-15%	-2	6%	16	0%	11%

Compound	aSyn rescue	EPAC2 agonist	FUS suppressor	DRD3 agonist	EPAC2 antagonist	D3 antag	Abeta yeast res	TDP43 rescue
O=C(/C=C/c1ccco1)Nc1ccc(Cl)c(S(=O)(=O)N2CCOCC2)c1	0%	17%	-6%	4	5%	5	18%	7%
COc1ccc(C2C(C#N)=C(N)Oc3cc(C)n(CCN4CCOCC4)c(=O)c32)cc1OC (stereo unspecified)	0%	8%	9%	8	3%	-8	-5%	6%
Cc1cc(OC(=O)c2ccc(Cl)cc2Cl)c([N+](=O)[O-])c(=O)[nH]1	-3%	7%	-24%	5	-2%	15	-16%	1%
CC(Sc1nnc(Cc2ccc3c(c2)OCO3)o1)C(N)=O (stereo unspecified)	1%	4%	1%	-3	1%	8	-4%	-1%
COc1ccccc1CNC(=O)CSc1nn2c(=O)c(C(C)(C)C)nnc2s1	-1%	1%	?	3	-8%	-9	3%	4%
C=CCSc1nc2sc3c(c2c(=O)[nH]1)CCC3	2%	-1%	-15%	7	1%	0	-2%	1%
O=C(NCc1ccco1)C1c2ccccc2Oc2ccccc21	-7%	-1%	36%	2	22%	-5	5%	5%
O=C(CNc1cccc(S(=O)(=O)N2CCCCC2)c1)Nc1cccc(F)c1	-4%	16%	41%	-2	-2%	-23	7%	-15%

Part of the list above, limited to DRD3 agonist:
| Structure | DRD3 agonist |
| --- | --- |
| C=CCSc1nc2sc3c(c2c(=O)[nH]1)CCC3 | 7 |
| O=C(NCc1ccco1)C1c2ccccc2Oc2ccccc21 | 2 |

Additional records:
Compound	aSyn rescue	EPAC2 agonist	FUS suppressor	DRD3 agonist	EPAC2 antagonist	D3 antag	Abeta yeast res	TDP43 rescue
COc1cc2cccc(OC)c(=O)c2c(O)c1OC	0%	-9%	-5%	-8	1%	-6	-26%	-15%[0.397 µM]
O=C(CC(C(=O)O)c1c[nH]c2ccccc12)c1ccccc1 (stereo unspecified)	13%	-1%	-19%	7	4%	23	17%	11%
COC(=O)[C@H](CCSC)NC(=O)c1cccnc1SC	-3%	11%	-7%	9	-5%	0	11%	10%
Cc1ccc(C)c(S(=O)(=O)N2CCCCC2CCNC(=O)C(=O)NC2CC2)c1 (stereo unspecified)	-4%	9%	24%	-10	4%	-28	14%	-2%
CC(C)c1nc2oc3c(NCc4cccnc4)ncnc3c2c2c1CCC2	0%	-1%	9%	2	-12%	8	12%	23%
Cc1ccc(NC(=O)Cn2c(=O)n(Cc3nc(C)no3)c(=O)c3cc4c(cc32)OCO4)cc1	/	/	-6%	-7	/	/	-10%	10%
O=C1CCCC2=C1C(c1cccs1)Nc1ccc3ncccc3c12 (stereo unspecified)	2%	1%	16%	7	7%	14	8%	-9%
CC1CCCC(NC(=O)C2CCC(CNc3c(N4CCCCC4)c(=O)c3=O)CC2)C1C (stereo unspecified)	-13%	-2%	0%	0	-6%	42	-15%	-15%

Compound	aSyn rescue	EPAC2 agonist	FUS suppressor	DRD3 agonist	EPAC2 antagonist	D3 antag	Abeta yeast res	TDP43 rescue
O=c1c2ccccc2nc(SCc2ccccc2Cl)n1Cc1ccccc1	4%	2%	0%	-4	0%	-9	8%	11%
COc1cc(OC)c(NC(=O)c2csc(C)c2)cc1Cl	16%	9%	13%	0	-29%	-2	11%	20%
O=C(Nc1ccc2c(c1)CCC2)Nc1ccccc1Cl	-6%	4%	?	9	-18%	4	5%	12%
O=C(NCCc1ccccc1F)c1ccc2c(c1)OCCO2	0%	4%	12%	3	-6%	-8	1%	19%
O=[N+]([O-])c1ccccc1S(=O)(=O)Nc1cccc(-c2ccc(N3CCCC3)nn2)c1	-3%	2%	38%	-5	-8%	-26	4%	6%
CC(C)NC(=O)c1c(CSc2ccc(Cl)cc2)noc1C(=O)NCc1ccccc1	3%	9%	22%	6	-13%	11	-7%	0%
Cc1cccc(NC(=S)NCc2ccncc2)c1C	-7%	-1%	-10%	2	3%	-2	-3%	3%
O=C(NN1CCOCC1)c1ccc(S(=O)(=O)N2CCCCC2)cc1	-3%	5%	19%	-5	-1%	-21	15%	0%

Compound	aSyn rescue	EPAC2 agonist	FUS suppressor	DRD3 agonist	EPAC2 antagonist	D3 antag	Abeta yeast res	TDP43 rescue
CC1(C(=O)Nc2ccc3ccccc3c2)CCC(=O)N1CCOc1ccccc1 (stereo unspecified)	?	4%	18%	-1	-27%	1	-16%	5%
CCSC1=C(C#N)C(c2ccc(C)o2)CC(=O)N1 (stereo unspecified)	0%	11%	-5%	12	3%	1	-7%	1%
Cc1cccc(OCC(O)CN2C(C)(C)CC(O)CC2(C)C)c1C (stereo unspecified)	-1%	5%	14%	1	3%	0	-11%	-5%
CCn1c(-c2cc(-c3cc(OC)ccc3OC)nc3ccccc23)n[nH]c1=S	-5%	1%	29%	-11	-2%	37	-6%	-18%
COc1ccccc1-n1c(SC(C)C(=O)NCC2CCCO2)nc2cc(Cl)ccc2c1=O (stereo unspecified)	-1%	2%	15%	-1	-4%	-8	1%	1%
CC[n+]1c(C)n(C)c2cc(S(=O)(=O)N(C)C)ccc21	2%	2%	4%	1	-2%	4	-8%	-5%
COc1cc(C(=O)NC(c2ccc(Cl)cc2)c2cc(Cl)c3cccnc3c2O)cc(OC)c1OC (stereo unspecified)	/	/	-27%	4	/	/	-23%	21%
CCOC(=O)C1=C(CN2CCN(c3ccccc3)CC2)NC(=O)NC1c1ccc(C)cc1 (stereo unspecified)	/	/	-13%	-10	/	/	-4%	-2%

Compound	aSyn rescue	EPAC2 agonist	FUS suppressor	DRD3 agonist	EPAC2 antagonist	D3 antag	Abeta yeast res	TDP43 rescue
Cc1cc(-c2cc(C(=O)NC3CCCC3)on2)nc(NCC2CC2)n1	1%	8%	-12%	-37	-6%	4	-20%	-7%
N#Cc1ccccc1OCC(=O)NCCNC(=O)COc1ccccc1C#N	1%	-3%	15%	2	2%	1	7%	14%
COc1ccc(N2CCN(C3CCCN(Cc4cccc(C)c4)C3)CC2)cc1 (stereo unspecified)	2%	-1%	-3%	-19	-3%	-24	-2%	-3%
Cc1nc(NCC2CCCO2)c2nnn(Cc3c(F)cccc3Cl)c2n1 (stereo unspecified)	3%	5%	-22%	1	9%	5	-7%	28%
O=C(CCSc1nc2ccccc2o1)Nc1ccccc1	1%	0%	-23%	3	5%	23	15%	21%
CC(=O)Nc1ccc(S(=O)(=O)NCCNc2ccccc2[N+](=O)[O-])cc1	-7%	6%	-38%	-8	-2%	-7	2%	17%
Cc1nc(N)[nH]c(=O)c1CCCNc1ccc(CCC2(CCl)OCCO2)cc1	-14%	-4%	?	-7	1%	9	12%	-20%
C#CCSc1nnc(CNS(=O)(=O)c2ccc(Br)cc2)n1C	-1%	-1%	7%	-8	1%	7	-1%	11%
Cc1ccccc1C(=O)Nc1ccnn1C1CCN(C(=O)c2cnsn2)CC1	-3%	4%	4%	-1	5%	-6	-5%	5%

Assay outcomes deposited in PubChem by National Center for Advancing Translational Sciences (NCATS).
